EPAC2 ag: agonists of human EPAC2 (RAPGEF4); Q8WZA2; EPAC2 activation, biochemical qHTS; response scale: 100% = 6.5 mM cAMP response; Potency, µM (top dose mostly 154 µM), for the others: at the top dose activation, most hits filed as activators; actives 0.079% (n = 360,000); further: potency means the concentration at half of the fitted maximal effect; nearly all actives have a fitted effect of over 50% in size
Target sequence (Q8WZA2 whole entry, looked up): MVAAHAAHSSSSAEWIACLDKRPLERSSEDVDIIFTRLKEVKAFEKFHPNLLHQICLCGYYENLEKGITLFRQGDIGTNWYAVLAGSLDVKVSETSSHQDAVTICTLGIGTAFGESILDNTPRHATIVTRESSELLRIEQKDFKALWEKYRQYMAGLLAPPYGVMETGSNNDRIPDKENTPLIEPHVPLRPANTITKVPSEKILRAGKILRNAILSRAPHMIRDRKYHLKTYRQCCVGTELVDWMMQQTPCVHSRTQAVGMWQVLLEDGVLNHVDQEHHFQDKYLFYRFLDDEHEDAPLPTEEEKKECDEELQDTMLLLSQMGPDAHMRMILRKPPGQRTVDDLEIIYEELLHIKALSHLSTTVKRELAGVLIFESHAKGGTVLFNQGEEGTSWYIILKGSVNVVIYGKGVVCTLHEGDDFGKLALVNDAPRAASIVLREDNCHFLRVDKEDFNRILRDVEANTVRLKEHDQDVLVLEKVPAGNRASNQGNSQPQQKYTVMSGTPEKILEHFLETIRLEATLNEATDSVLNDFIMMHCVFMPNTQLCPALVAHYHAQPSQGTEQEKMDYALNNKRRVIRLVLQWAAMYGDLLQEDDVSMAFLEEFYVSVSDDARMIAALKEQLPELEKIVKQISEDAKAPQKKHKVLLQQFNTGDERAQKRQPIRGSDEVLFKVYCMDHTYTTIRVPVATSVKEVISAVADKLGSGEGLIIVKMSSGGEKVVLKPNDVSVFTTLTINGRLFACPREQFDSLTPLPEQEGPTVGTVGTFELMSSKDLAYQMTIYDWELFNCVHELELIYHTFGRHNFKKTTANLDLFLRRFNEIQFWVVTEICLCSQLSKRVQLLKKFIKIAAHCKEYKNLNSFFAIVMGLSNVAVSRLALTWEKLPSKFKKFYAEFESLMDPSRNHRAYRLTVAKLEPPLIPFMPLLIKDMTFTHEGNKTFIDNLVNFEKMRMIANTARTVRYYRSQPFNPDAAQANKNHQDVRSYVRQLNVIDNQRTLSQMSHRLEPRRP
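Compounds were added across a concentration range to EPAC2 (100 nM), RAP1B-BODIPY-GDP (250 nM) and GDP (50 uM). After 5 min at room temperature, fluorescence was recorded at 5-min intervals for 30 min.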
IL-2 act: IL-2 activation; IL-2 activation reporter assay, cell-based qHTS; stimulated with anti-CD3/CD4/CD28 beads; in transgenic mouse T cells; activation, % (series mostly up to about 46 µM); actives 0.065% (n = 360,000); in the data active means activation above about 50%; inconclusive means mostly about 30% to 49%; further: 0% is about no effect
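Unstimulated transgenic mouse T cells preincubated 60 min with compound, then stimulated with anti-CD3/anti-CD4-coated beads plus anti-CD28 for 18 h at 37 degrees C. IL-2 response read as EGFP and DsRed fluorescence by plate cytometry.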
Nrf2 activator: Nrf2 pathway activation | AREc32 ARE-luciferase reporter (MCF7-derived line), luminescence, 24 h | Potency, µM (titrated, usually from 46.1 µM), inactives show top-dose activation, most hits filed as activators | actives 0.31% (n = 410,000) | AID 624171; further: potency means the concentration at half of the fitted maximal effect; % of control where 0% means no effect; nearly all actives have a fitted effect of over 65% in size
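Reporter line AREc32 (ARE-Fluc), seeded overnight in OPTI-MEM with 5% FBS; compound pin-transferred, 24 hr at 37 deg C, 5% CO2; luminescent read-out.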
A549 viability: counter-screen for Nrf2 inhibitors: cytotoxicity in A549 cells; AID 504648; A549 ARE-Fluc cells, CellTiter-Fluor viability, 18-24 h; Potency, µM (titrated, usually from 46 µM), for the others: top-dose activity change, negative = cytotoxicity, actives largely listed as inhibitors; actives 0.16% (n = 390,000); further: potency means the concentration at half of the fitted maximal effect; on the % scale 0 is the no-effect control and ±100 the full control effect
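A549 ARE-Fluc cells in 5% FBS OPTI-MEM, 5000 cells/well, rested 2 h then exposed to compounds in concentration-response for 18-24 h at 37 °C. Viability by CellTiter-Fluor fluorescence (Ex 405/Em 525) after 30 min; luciferase luminescence (BugLite, 15 min, RT) read afterwards.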
TGFb inhibitor: blocks TGF-b signaling. HepG2 CAGA-GFP TGF-b/SMAD3 reporter, GFP fluorescence, 18 h; TGF-beta stimulated, 500 pg/mL final. Potency, µM (highest dose often 46.1 µM), inactives show at the top dose activity, negative = inhibition, hits mostly inhibitors. actives 1.2% (n = 410,000); further: potency means the concentration at half of the fitted maximal effect; on the % scale 0 is the no-effect control and ±100 the full control effect; nearly all actives have a fitted effect of over 65% in size
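Read-out: total well GFP (ex488/em500-530) summed from mean per-cell fluorescence. Cells: HEPG2 CAGA-GFP, 1% FBS DMEM, 18 h at 37 degrees C with 500 pg/mL final TGF-beta. Unstimulated wells served as the full-inhibition control; stimulated DMSO wells = 0%.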
ATXN2 expr inh: inhibitors of ATXN2 expression; HEK-293 ATXN2-luciferase reporter, luminescence, 24 h; Potency, µM (series often up to 57 µM), for the others: top-dose activity change, negative = inhibition, hits mostly inhibitors; actives 0.72% (n = 360,000); AID 1745845; further: potency means the concentration at half of the fitted maximal effect; on the % scale 0 is the no-effect control and ±100 the full control effect; nearly all actives have a fitted effect of over 55% in size
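ATXN2-luciferase reporter cells (luciferase flanked by upstream and downstream ATXN2 gene portions) were treated 24 h at 37 °C with compounds at up to 57 uM. SteadyGlo luminescence gave expression; GF-AFC fluorescence gave viability.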
S2 tox: cell viability loss in ATXN counter-screen. Potency, µM (doses to about 56.7 µM), actives largely listed as cytotoxic. actives 0.49% (n = 400,000). S2 cells (HEK-293 line with an ATXN2-luciferase reporter) viability, CellTiter-Fluor protease fluorescence, 24 h; further: potency means the concentration at half of the fitted maximal effect; nearly all actives have a fitted effect of over 40% in size
HepG2 tox: counter-screen for TGF-b inhibitors: cytotoxicity in HepG2 cells | HepG2 CAGA-GFP viability, ATP luminescence, 18 h | Potency, µM (top dose mostly 46.1 µM), without a hit: at the top dose activity change, negative = cytotoxicity, most hits filed as cytotoxic | actives 0.76% (n = 410,000) | AID 588856; further: potency means the concentration at half of the fitted maximal effect; some results filed as inactive show a strong effect at the top dose
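HepG2 CAGA-GFP cells (1000/well, DMEM with 1% FBS) received compound, then TGF-beta at 500 pg/mL final, and were incubated 18 hours at 37 degrees C. Viability was read by CellTiter-Glo luminescence. Media-only wells were set as complete cell-killing and DMSO as no toxicity.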
Nrf2 block: Nrf2 pathway inhibition. A549 ARE-Fluc reporter, luciferase luminescence, 18-24 h. actives 2.1% (n = 360,000). Potency, µM (highest dose often 46 µM), without a hit: at the top dose activity change, negative = inhibition, usual class: inhibitors; further: potency means the concentration at half of the fitted maximal effect; on the % scale 0 is the no-effect control and ±100 the full control effect; nearly all actives have a fitted effect of over 60% in size
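In this cell-based qHTS, ARE-driven firefly luciferase in A549 cells reports Nrf2 activity; the luminescent signal after BugLite lysis is the measured value, with a prior CellTiter-Fluor read for cell health.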
The depositor's hits bear a star; i = inactive; ? = inconclusive; . = no result given; [ ] = remark or other dose. Unless noted, the call rests on the fitted dose curve; in most records, active means well fitted curve in the direction sought with a large enough effect; inconclusive means small, poorly fitted or top-dose-only effect, or another doubt; inactive means no such curve, though single readings can be large; an effect the other way counts as inactive or inconclusive. An unsorted share of the library; about 4.3% have a hit in one of these screens.

Each structure is followed by: EPAC2 ag	IL-2 act	Nrf2 activator	A549 viability	TGFb inhibitor	ATXN2 expr inh	S2 tox	HepG2 tox	Nrf2 block
1	COc1ccc(/C=N/NC(=O)c2cccc(OC(F)(F)C(F)F)c2)c(OC)c1OC
  2%	0.8	3.0%	2%	-12%	11%	i	-5%	-16%
2	O=C(c1cccc(N2CCCC2=O)c1)N1CCOCC1
  0%	-2.1	-0.3%	3%	5%	3%	i	2%	-6%
3	Cc1ccc(NC(=O)c2ccc(OC(=O)c3cc4ccccc4o3)cc2)cc1
  3%	-0.5	0.6%	-13%	?	49%[activator]	i	22%	?
4	CC(C)(CO)NS(=O)(=O)c1ccc2c(c1)Cc1cc(S(=O)(=O)NC(C)(C)CO)ccc1-2
  0%	-0.7	0.1%	-8%	6%	11%	i	-17%	?
5	Cc1ccc(Nc2nnc(SCC(=O)NC3CCCc4ccccc43)s2)cc1 (stereo not given)
  -10%	1.0	4.1%	-1%	0%	-10%	i	1%	5%
6	CC(C)CC(=O)NCCc1ccncc1
  0%	-3.1	-1.1%	-3%	-18%	-13%	i	2.8µM*	16%
7	Cc1cc(C)n(CC(=O)NC2CCCN(Cc3ccc(Cl)cc3)C2)n1 (stereo not given)
  -1%	-0.8	-0.4%	2%	-23%	-9%	i	0%	?
8	O=C(Nc1ccc(N2CCOCC2)cc1)c1nc2ccccc2s1
  7%	0.7	-0.1%	1%	0%	41%	i	-24%	?
9	Cc1ccc(NC(=O)c2oc3ccccc3c2NC(=O)Cc2cccs2)cc1
  .	.	0.2%	-4%	-13%	11%	i	-36%	-3%
10	Cc1ccc(NC(=O)Cn2nnc(C(=O)NCc3ccccc3)c2N)cc1C
  -6%	0.7	-0.7%	3%	-1%	-7%	i	-15%	7%
11	CC(=O)Nc1ccc(Nc2cc(-c3ccccc3)nc3ncnn23)cc1
  -7%	3.6	13%	1%	-1%	-7%	i	0%	-17%
12	Cc1ccc(N(C)S(=O)(=O)c2cccc(C(=O)OCC(=O)N3CCCC(C)C3)c2)cc1 (stereo not given)
  -7%	-2.2	0.0%	-4%	-7%	0%	i	4%	-20%
13	NC(=O)N/N=C\c1cccs1
  6%	-0.3	-0.4%	4%	2%	-15%	i	-35%	3%
14	COc1ccccc1-c1cc2nc(C)c(CCC(=O)NC3CCCCC3)c(C)n2n1
  .	.	-0.3%	-3%	-22%	0%	i	-16%	-10%
15	CC(C)NC(=O)COC(=O)c1ccc(Oc2ccccc2)cc1
  -12%	-0.7	-0.7%	-6%	-2%	-9%	i	-14%	-11%
16	O=C(/C=C/c1cccs1)c1ccc(NC(=O)c2cccc(Br)c2)cc1
  13%	-2.4	18%	-24%	0%	0%	i	-34%	?
17	Cc1ccc2nc(-c3ccc(NC(=O)CN4C(=O)c5ccccc5C4=O)cc3)sc2c1
  -4%	1.2	0.8%	-8%	3%	47%[activator]	?	11%	?
18	Cc1ccc(C)c(N2CCN(S(=O)(=O)c3ccc4c(c3)C(C)(C)C(=O)N4C)CC2)c1
  ?	-1.4	3.2%	7%	?	-24%	i	-22%	?
19	CC(C)OCC(O)CN1CCC(Cc2ccccc2)CC1 (stereo not given)
  0%	-0.3	-0.2%	2%	-3%	.	?	-18%	1%
20	COCCNc1nnc(SCC(=O)c2ccc3c(c2)OCO3)s1
  10%	-0.5	-0.7%	11%	14%	-1%	i	-22%	1%

A run of entries from further up:
Each structure is followed by: EPAC2 ag	IL-2 act	Nrf2 activator	A549 viability	TGFb inhibitor	ATXN2 expr inh	S2 tox	HepG2 tox	Nrf2 block
1	COc1ccc(/C=N/NC(=O)c2cccc(OC(F)(F)C(F)F)c2)c(OC)c1OC
  2%	0.8	3.0%	2%	-12%	11%	i	-5%	-16%
2	O=C(c1cccc(N2CCCC2=O)c1)N1CCOCC1
  0%	-2.1	-0.3%	3%	5%	3%	i	2%	-6%
3	Cc1ccc(NC(=O)c2ccc(OC(=O)c3cc4ccccc4o3)cc2)cc1
  3%	-0.5	0.6%	-13%	?	49%[activator]	i	22%	?

Remaining list, next part:
Each structure is followed by: EPAC2 ag	IL-2 act	Nrf2 activator	A549 viability	TGFb inhibitor	ATXN2 expr inh	S2 tox	HepG2 tox	Nrf2 block
21	Cc1ccc(C)c(N(C)S(=O)(=O)c2ccc3c(c2)oc(=O)n3C)c1
  9%	-3.5	-1.5%	-1%	0%	-5%	i	-3%	1%
22	CC(=O)c1cccc(NC(=O)c2cc(-c3ccncc3)nc3ccccc23)c1
  15%	-0.6	0.2%	2%	-1%	21%	i	-23%	-16%
23	CC(=CC(=O)c1ccccc1)c1ccccc1
  17%	-0.4	?	11%	20%	7%	i	0%	?
24	Cc1nnc(SCC(=O)Nc2nnc(SCc3cccc(Br)c3)s2)s1
  0%	-2.1	2.7%	-4%	-15%	6%	i	6%	-7%
25	COCCCNC(=O)Cn1c(=O)n(-c2ccc(C)cc2)c(=O)c2c1c1cc(C)ccc1n2C
  .	.	0.0%	4%	-7%	10%	i	7%	11%
26	O=C1OC[C@@H]2CCCN2C(=O)[C@@H](CC(=O)N(CCO)Cc2ccccc2)C/C=C\CC[C@H]1Cc1ccc(F)cc1
  1%	-3.5	3.2%	-3%	?	-11%	i	-34%	-13%
27	N=C1/C(=C/c2ccc(OC(=O)c3ccco3)cc2)C(=O)N=C2SC=CN12
  0%	-4.5	6.9%	0%	-9%	-11%	i	4%	-2%
28	COc1ccc(CNC(=O)c2cc(-c3cc(C)cc(C)c3O)n[nH]2)cc1
  3%	1.9	0.4%	10%	?	.	i	-29%	-7%
29	Cc1cc(Cl)ccc1OCc1n[nH]c(=S)n1C1CCCCC1
  2%	0.4	-0.2%	-10%	?	2%	i	-100%	?
30	CC1CC(=O)C2=C(C1)OC(N)=C(C#N)C2c1coc2ccccc2c1=O (stereo not given)
  2%	-1.4	12%	-3%	42%[activator]	5%	i	3%	-7%
31	CC1CCCCC12NC(=O)N(CC(=O)N1CCc3ccccc3C1)C2=O (stereo not given)
  -3%	-1.5	0.2%	0%	-3%	-5%	i	-2%	6%
32	CSCCC(NS(=O)(=O)/C=C/c1ccccc1)C(=O)N1CCC(C)CC1 (stereo not given)
  3%	0.6	-0.1%	-8%	-1%	-5%	i	-38%	-16%
33	CCOCCn1ccc2c(OCC(=O)Nc3ccc(OC(F)(F)F)cc3)cccc2c1=O
  .	.	-0.9%	2%	-12%	-4%	i	-30%	.
34	CC1CCN(S(=O)(=O)c2cccc(-c3csc(-c4cccnc4)n3)c2)CC1
  -4%	-0.4	-0.3%	1%	0%	-11%	i	-1%	-10%
35	Cc1ccc(S(=O)(=O)N2CC(O)CC2C(=O)OCc2nc3sc(C)c(C)c3c(=O)[nH]2)cc1 (stereo not given)
  -4%	-0.6	-0.7%	-4%	-5%	-23%	i	-2%	1%
36	CCOC(=O)N1CCN(C(=O)c2n[nH]c(=O)c3ccccc23)CC1
  4%	-1.1	0.0%	18%	-1%	-8%	i	2%	13%
37	CC(=O)NC1CC(C)(C)N(OC(C)=O)C(C)(C)C1
  4%	-0.2	-1.2%	11%	-7%	-5%	i	11%	2%
38	O=C(NN=C1c2ccccc2-c2ccccc21)c1cccc(Br)c1
  -4%	-2.0	3.9%	-9%	-18%	-31%	?	-17%	?
39	CC1CN(c2ccnc3cc(Cl)ccc23)CC(C)O1 (stereo not given)
  4%	-0.8	-0.1%	-8%	-8%	-9%	?	-27%	-22%
40	COc1ccc(Cl)cc1NC(=O)NC1CCCCC1
  2%	-0.1	2.3%	-4%	7%	-15%	i	-5%	-9%

Three entries out of the list above, sorted by the value under TGFb inhibitor, high to low.
entry	SMILES	EPAC2 ag	IL-2 act	TGFb inhibitor	Nrf2 block
34	CC1CCN(S(=O)(=O)c2cccc(-c3csc(-c4cccnc4)n3)c2)CC1	-4%	-0.4	0%	-10%
25	COCCCNC(=O)Cn1c(=O)n(-c2ccc(C)cc2)c(=O)c2c1c1cc(C)ccc1n2C	.	.	-7%	11%
39	CC1CN(c2ccnc3cc(Cl)ccc23)CC(C)O1 (stereo not given)	4%	-0.8	-8%	-22%

More compounds follow.
Each structure is followed by: EPAC2 ag	IL-2 act	Nrf2 activator	A549 viability	TGFb inhibitor	ATXN2 expr inh	S2 tox	HepG2 tox	Nrf2 block
41	O=C(CSc1nc2c(c(=O)n1-c1ccccc1)SCC2)N1CCN(c2ccccc2)CC1
  1%	-3.5	0.0%	-7%	-5%	-18%	i	-18%	?
42	CCCNC(=O)CSc1nc2[nH]ncc2c(=O)[nH]1
  19%	0.5	-1.5%	24%	-3%	.	i	-5%	13%
43	CCOC(=O)c1[nH]cnc1C(=O)Nc1cccc(N)n1
  3%	0.5	0.0%	-7%	0%	-4%	i	0%	1%
44	CCOC(=O)/C(=C\c1c[nH]c2ccccc12)NC(C)=O
  1%	-0.4	5.9%	4%	4%	-22%	i	-2%	0%
45	COC(=O)C1=C(C)NC(=S)NC1c1ccc(-c2cccc(Cl)c2)o1 (stereo not given)
  2%	-0.7	-0.6%	2%	-14%	1%	i	-23%	0%
46	Cn1cccc1/C=N/NC(=O)c1cccs1
  10%	-0.2	10%	-6%	-16%	.	i	-28%	7%
47	Cc1cccc(-n2ccc(=O)c(C(=O)Nc3ccc(S(=O)(=O)N4CCOCC4)cc3)n2)c1
  16%	0.7	-1.2%	4%	-4%	.	i	-7%	0%

From PubChem
